Compound activity deposited in PubChem by National Center for Advancing Translational Sciences (NCATS).
FLuc counter = firefly luciferase modulation, counter-screen for miR-21 project. Potency, µM (doses to about 57.5 µM), for the others: top-dose activity change, negative = inhibition, actives largely listed as inhibitors. purified FLuc, Km substrates, luminescence inhibition. 360,000 compounds, 6.9% hits. AID 588342;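 note: potency is the fitted concentration of half-maximal effect; plate controls were vehicle for no effect and reference inhibitor for full effect; nearly all actives have a fitted effect of over 55% in size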
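Purified P. pyralis luciferase, 10 nM final, with Km-level 10 uM D-luciferin and 10 uM ATP in 50 mM Tris acetate pH 7.5, 10 mM Mg acetate, 0.01% Tween-20, 0.05% BSA; 6-point qHTS titration about 60 µM downward; luminescence read.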
Tb PFK inh = T. brucei PFK enzyme inhibition; Potency, µM (series often up to 57.5 µM), for inactives: at the top dose activity, negative = inhibition, hits mostly inhibitors; AID 485367; T. brucei PFK, ADP-Glo luminescence; O15648; 330,000 compounds, 0.17% hits;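 note: potency is the fitted concentration of half-maximal effect; 0% = uninhibited 1x PFK enzyme wells and -100% = no-enzyme wells; nearly all actives have a fitted effect of over 60% in size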
Target sequence (O15648 whole entry, looked up): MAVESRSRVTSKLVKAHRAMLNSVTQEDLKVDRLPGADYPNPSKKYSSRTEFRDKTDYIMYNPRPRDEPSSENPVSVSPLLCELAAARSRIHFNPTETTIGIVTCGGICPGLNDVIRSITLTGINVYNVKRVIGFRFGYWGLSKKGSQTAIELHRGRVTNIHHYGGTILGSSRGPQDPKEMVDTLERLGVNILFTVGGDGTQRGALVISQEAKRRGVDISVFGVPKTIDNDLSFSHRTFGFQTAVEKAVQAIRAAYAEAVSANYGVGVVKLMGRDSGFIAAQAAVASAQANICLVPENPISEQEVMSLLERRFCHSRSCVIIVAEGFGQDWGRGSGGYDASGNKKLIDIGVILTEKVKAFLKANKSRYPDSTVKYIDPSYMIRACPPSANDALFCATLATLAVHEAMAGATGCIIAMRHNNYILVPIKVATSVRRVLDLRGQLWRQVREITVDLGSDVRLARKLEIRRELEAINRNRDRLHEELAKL
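Luminescent ADP detection (ADP-Glo, two-step: ATP depletion then ADP-to-ATP conversion for luciferase) reported PFK activity after 45 min room-temperature reaction of 1.25 nM enzyme with 0.5 mM F6P and 0.1 mM ATP at pH 8.0.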
ELG1 genotox = induces genotoxicity in HEK293T cells with luciferase-tagged ELG1. Potency, µM (highest dose often 46 µM), for inactives: at the highest dose activity change, positive = activation, hits mostly activators. HEK293T ELG1-luciferase reporter, luminescence, 16 h. AID 504466. 330,000 compounds, 1.3% hits; note: potency is the fitted concentration of half-maximal effect; % of control where 0% means no effect; nearly all actives have a fitted effect of over 60% in size
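16 hr compound incubation (37 °C, 5% CO2) of HEK293T cells carrying luciferase-tagged ELG1; luciferase then measured by ONE-Glo luminescence after 30 min at RT.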
uPA generation = inhibitors of cell surface uPA generation. cell surface uPA generation assay, qHTS. Potency, µM (doses to about 38.3 µM), inactives show at the top dose activity change, negative = inhibition, hits mostly inhibitors. 330,000 compounds, 0.31% hits; active = well fitted inhibition curve with a large enough effect; inconclusive = small, poorly fitted or top-dose-only effect; inactive = no such curve, though single readings can be large or run the other way; tested in mouse RAW 264.7 cells; note: potency is the fitted concentration of half-maximal effect; % is set by controls: 0 for no effect and ±100 for the full control effect; nearly all actives have a fitted effect of over 55% in size
VP16 counter = Gal4-VP16 reporter inhibition counter-screen | Drosophila S2 Gal4-VP16 UAS-luciferase, luminescence, 20 h | Potency, µM (series often up to 53.6 µM), inactives show at the highest dose activity, negative = inhibition, usual class: inhibitors | 310,000 compounds, 3.5% hits | AID 2546;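 note: Gal4-VP16 expression switched on by copper sulfate through the metallothionein promoter; potency is the fitted concentration of half-maximal effect; % is set by controls: 0 for no effect and ±100 for the full control effect; nearly all actives have a fitted effect of over 50% in size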
KCNH2 3.1 inh = blocks the human KCNH2 3.1 channel isoform; U2OS KCNH2 3.1, thallium flux FluxOr; stronger effect = lower value; activity change, % (tested at about 1.8 µM); 340,000 compounds, 0.95% hits; AID 720553;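 active = maximum activity change below -70%; inconclusive = maximum activity change from -70% to -50%; inactive = maximum activity change above -50%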;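 note: thallium influx rate constant from kinetic fluorescence after stimulation buffer; % is set by controls: 0 for no effect and ±100 for the full control effect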
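We transduce U2OS cells with the mutant 3.1 virus, culture them overnight, load FluxOr with Red40 quencher for 45 min, then add stimulation buffer and read kinetically for 2 min to derive a normalized rate constant.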
Rab9 prom act = Rab9 promoter activation; Huh7 Rab9 promoter-luciferase reporter, luminescence, 24 h; Potency, µM (series often up to 9.22 µM), without a hit: at the highest dose activation, negative = inhibition, actives largely listed as activators; 320,000 compounds, 2.8% hits; note: potency is the fitted concentration of half-maximal effect; % of control where 0% means no effect; nearly all actives have a fitted effect of over 60% in size
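Cell-based reporter: Huh7 stable for Rab9 promoter-driven luciferase, plated in reduced-serum medium with 10% FBS at 1500 cells/well, compound-treated 24 h at 37 °C, luminescence read after 10 min reagent.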
Giardia killer = Giardia lamblia killing. Giardia lamblia trophozoite viability. 340,000 compounds, 0.15% hits. AID 540267. activity change, % at 7.66 µM, hits read low; in the data active = activity change below about -80%; inconclusive = between about -30% and that limit;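 note: parasites exposed to compound for two days anaerobically before the ATP read; % is set by controls: 0 for no effect and ±100 for the full control effect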
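Killing of trophozoites was scored by loss of ATP luminescence after a 48 hrs anaerobic exposure to compounds at 37 deg C, using 100 cells per well.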
RORgamma inh = blocks mouse ROR gamma transcriptional activity. P51450. Drosophila S2 Gal4-RORgamma UAS-luciferase reporter, 20 h. Potency, µM (titrated, usually from 53.6 µM), for the others: at the top dose activity change, negative = inhibition, most hits filed as inhibitors. 310,000 compounds, 5.4% hits; note: potency is the fitted concentration of half-maximal effect; % is set by controls: 0 for no effect and ±100 for the full control effect; nearly all actives have a fitted effect of over 60% in size
Target sequence (P51450 whole entry, looked up, the tested form may be a part): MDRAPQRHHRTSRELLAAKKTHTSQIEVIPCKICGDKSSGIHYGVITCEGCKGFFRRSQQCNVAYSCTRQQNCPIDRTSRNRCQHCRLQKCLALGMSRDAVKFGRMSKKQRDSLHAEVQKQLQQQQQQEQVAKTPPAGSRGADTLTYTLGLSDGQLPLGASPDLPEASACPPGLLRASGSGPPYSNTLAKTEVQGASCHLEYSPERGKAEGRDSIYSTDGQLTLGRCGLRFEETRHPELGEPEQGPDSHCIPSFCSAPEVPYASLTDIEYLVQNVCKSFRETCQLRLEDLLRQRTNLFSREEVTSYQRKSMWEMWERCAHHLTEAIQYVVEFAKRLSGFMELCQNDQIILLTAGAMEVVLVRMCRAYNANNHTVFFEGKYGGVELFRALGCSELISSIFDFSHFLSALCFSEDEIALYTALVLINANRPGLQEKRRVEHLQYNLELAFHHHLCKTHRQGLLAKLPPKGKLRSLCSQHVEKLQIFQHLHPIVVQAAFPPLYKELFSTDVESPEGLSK
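Luciferase reporter read in Schneider cells carrying Gal4-RORγ (mouse) and UAS-Photinus luciferase; cells given compound 1 h before 700 uM copper sulfate induction, then incubated 20 h at ambient temperature.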
FBPA coupling cs = counter-screen for Giardia aldolase inhibitors: coupling enzyme system; activity change, negative = inhibition, % at 58.2 µM, hits read low; 290,000 compounds, 0.67% hits; coupling enzyme system counterscreen, AmpLite Red fluorescence; AID 2472; in the data active = activity change below about -30%; note: % is set by controls: 0 for no effect and ±100 for the full control effect
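Counterscreen lacking aldolase: glyceraldehyde-3-phosphate coupling-enzyme reagent preincubated 10 min at RT with compound (at 57.5 uM final), then substrate/coupling system with AmpLite Red added; fluorescence read at 525/598 nm after 20 min RT.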
NPC1 promoter act = NPC1 promoter activation; Huh7 NPC1 promoter luciferase reporter, 24 h; Potency, µM (doses to about 9.22 µM), inactives show top-dose activation, most hits filed as activators; 320,000 compounds, 2.4% hits;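 note: potency is the fitted concentration of half-maximal effect; % of control where 0% means no effect; nearly all actives have a fitted effect of over 60% in size; reporter is driven by a mutant NPC1 promoter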
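Huh7 reporter cells (NPC1 promoter driving luciferase) are dosed with compound for 24 h at 37 °C, 5% CO2; luciferase detection reagent is then added and luminescence measured after 10 min at ambient temperature.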
An asterisk follows results filed as active; ? = inconclusive; . = no result given; [ ] = another dose, or the depositor's remark. Unless noted, calls come from the whole dose curve; as a rule, active = well fitted curve in the direction sought with a large enough effect; inconclusive = small, poorly fitted or top-dose-only effect, or another doubt; inactive = no such curve, though single readings can be large; an effect the other way counts as inactive or inconclusive.

molecule	FLuc counter	Tb PFK inh	ELG1 genotox	uPA generation	VP16 counter	KCNH2 3.1 inh	Rab9 prom act	Giardia killer	RORgamma inh	FBPA coupling cs	NPC1 promoter act
NC(=O)C1CCN(CC(O)COCc2ccccc2Cl)CC1 (stereo not given)	-1%	5%	-1%	0%	-8%	2	4%	8	-9%	0	0%
Cc1nn(-c2ccccc2)c(C)c1NC(=O)COC(=O)c1ccc(Cl)c(S(N)(=O)=O)c1	-3%	5%	1%	-7%	.	6	-15%	7	.	.	-2%
Cc1cc(NC(=O)Cn2ccsc2=N)c([N+](=O)[O-])cc1C	2%	0%	-3%	.	0%	-3	1%	-9	-11%	0	0%
c1nc(N2CCC3(CC2)OCCO3)c2c3c(sc2n1)CCCC3	2%	1%	-4%	2%	-1%	-7	-6%	-17	-24%	1	-4%
CC1CC(C)CN(C(=O)c2cccc(S(=O)(=O)N(C)c3ccccc3)c2)C1 (stereo not given)	2%	-6%	-5%	-2%	.	-18	4%	-7	.	.	-5%
O=[N+]([O-])c1ccc(CNCc2cc(Cl)ccc2O)cc1	-15%	-21%	8%	7%	.	-4	-3%	-3	.	.	9%
COc1cccc(OC)c1C(=O)N1CCN(Cc2ccncc2)CC1	6%	-21%	-2%	2%	-1%	-10	-3%	1	-1%	1	1%
O=C(Cn1cc([N+](=O)[O-])cn1)Nc1ccc(Cn2cc(Br)cn2)cc1	1%	27µM*	1%	3%	?	9	-1%	4	33%	-2	-4%
Cc1ccccc1C1CC(c2cccs2)Nc2nnnn21 (stereo not given)	-1%	-11%	-1%	3%	3%	7	-1%	5	11%	0	0%
O=C1NNC(=O)C2C3C=CC(C4CC34)C12 (stereo not given)	-2%	3%	3%	1%	9%	14	7%	33[activator]	-2%	-6	-1%
COC(=O)CSc1nc2nc(-c3cccs3)cc(C(F)(F)F)c2c(=O)[nH]1	-6%	-5%	-4%	14%	8%	-3	1%	3	-1%	3	-3%
Cc1c2c(nc3ccccc13)CCC(C)C2 (stereo not given)	?	1%	0%	-6%	-23%	-39	3%	-2	11µM*	-1	-3%
COCCn1c(SCC(=O)N2CCOCC2)nc2ccccc2c1=O	1%	1%	-3%	5%	6%	-37	-2%	-2	-2%	0	-4%
CCOc1cc(C2CC(=O)NC3=C2C(=O)C(C(=O)OC)C(C)C3)cc(Cl)c1O (stereo not given)	4%	-14%	0%	0%	-5%	20	0%	-1	21%	5	0%
CCCCC(=O)Nc1nn(CC)c2nc3c(C)cccc3cc12	-1%	-3%	0%	-4%	-6%	4	-4%	-14	-10%	0	2%
C/C(=N\NC(=O)c1nn(C)c(C)c1Br)c1ccc(NC(=O)c2ccccc2F)cc1	-13%	4%	9%	5%	15%	8	24%	7	?	-4	20%
O=S(=O)(c1ccc(Cl)s1)N1CCNCC1	.	-1%	0%	7%	.	-10	.	20	.	.	.
COc1ccc(/C=C2/C(=O)N(CC3CCCO3)C(=S)N2C)c(OC)c1 (stereo not given)	3%	2%	3%	8%	4%	-3	-2%	-2	18%	-3	-3%
COc1cc(CC(=O)Nc2cccc(S(=O)(=O)N(C)c3ccccc3)c2)cc(OC)c1OC	.	1%	-5%	?	.	5	.	-18	.	.	.
C[C@@H]1O[C@@H](O[C@@H]2C(=O)c3c(O)cc(O)cc3O[C@H]2c2ccc(O)c(O)c2)[C@H](O)[C@H](O)[C@H]1O	0%	-9%	5%	23%	.	2	2%	-5	.	.	-3%
CC(=O)Nc1c(C(=O)N2CCOCC2)sc2nc3c(cc12)COC(C)(C)C3	9%	-1%	4%	-3%	2%	-4	-7%	6	-1%	0	0%
CCc1ccccc1NC(=O)CSc1n[nH]c(C)c1[N+](=O)[O-]	1%	1%	-1%	3%	-5%	8	0%	1	4%[10 µM]	0	-1%
COc1ccc(-c2csc3ncnc(N4CCN(S(=O)(=O)c5cccc(F)c5)CC4)c23)cc1	5%	0%	-14%	-14%	.	-10	-6%	-7	.	.	0%
C=CCC[C@@H](Cc1ccc(F)cc1)C(=O)OCCNC(=O)[C@@H](CC=C)CC(=O)N[C@H](CO)Cc1ccccc1	.	-2%	-5%	0%	.	-4	.	-19	.	.	.
COCCCn1c(=O)c2ccccc2n(Cc2cccc(C)c2)c1=O	-1%	-1%	8%	5%	-17%	-12	-2%	24	57%	2	-3%
O=C(NCc1ccco1)C1CC(=O)N(c2ccc(O)cc2)C1 (stereo not given)	-1%	-3%	2%	2%	8%	2	-1%	9	-37%	0	0%
COc1ccc(NC(=O)COC(=O)CCc2ccccc2)c(OC)c1	0%	0%	3%	-2%	-6%	1	4%	21	-2%	1	-3%
CC(=O)c1sc2nc(C)c3c(c2c1N)CCCC3	?	2%	-19%	6%	-12%	-12	-6%	-2	-14%	-3	-4%
COCC(=O)Nc1cc(C(=O)Nc2cccc(C)c2C)ccc1Cl	-15%	1%	?	-13%	14%	-3	9%	10	33%	-2	9%
Cc1cc(C)nc(SCCn2c(N3CCCCC3)nc3c2c(=O)n(C)c(=O)n3C)n1	-1%	2%	2%	-12%	-3%	-4	-4%	4	15%	2	1%
Clc1cncc(Cl)c1N/N=C/c1ccccc1	21µM*	0%	6%	2%	-1%	3	-1%	3	10%	0	28%
Cc1cc(C)c(NC(=O)NC(=O)C(Cl)(Cl)Cl)c(C)c1	?	-8%	-2%	3%	3%	-9	0%	-8	-7%	4	-5%
Cc1cccc(NC(=O)NNS(=O)(=O)c2ccc(F)cc2)c1	4%	-4%	0%	1%	-7%	23	5%	5	4%	1	-1%
Cc1ccc(NC(=O)CN2C(=O)NC(C)(c3ccc(Cl)cc3)C2=O)cc1S(=O)(=O)N1CCOCC1 (stereo not given)	1%	3%	-9%	-3%	-2%	-2	-3%	6	24%[10 µM]	2	-3%
O=C(NNC(=O)c1ccccc1O)c1ccc(S(=O)(=O)Nc2ccccc2F)cc1	-16%	1%	3%	-5%	.	-10	-1%	23	.	.	-1%
CC(NC(=O)CCC(=O)N1CCN(S(=O)(=O)c2ccc(Cl)cc2)CC1)c1ccccc1 (stereo not given)	0%	-2%	-3%	-7%	?	-11	-2%	3	-26%	2	3%
CC(C)(C)Sc1ccc2nc3c(n2c1)CCCC3	?	-1%	8%	-4%	11µM*	13	-2%	0	4µM*	1	-4%
CC(=O)c1c(C)[nH]c(C(=O)CN2C(=O)NC3(CCCCC3)C2=O)c1C	0%	-1%	17%	-1%	.	-5	15%	-2	.	.	0%
CCCCOc1ccc(-c2c(C#N)c(N)nc(SCC(N)=O)c2C#N)cc1	-9%	7%	19%	8%	-4%[0.365 µM]	-18	-13%	1	?	4	-8%
CSc1ccc(NC(=O)N2CC(C)OC(C)C2)cc1 (stereo not given)	-11%	5%	3%	-6%	-5%	8	-4%	4	8%	3	0%
CCCn1cc(CN2CCC(Cc3ccccc3)(C(=O)OCC)CC2)c(C)n1	0%	0%	-3%	0%	-16%	0	5%	2	-3%	1	-2%
CCOC(=O)C1CCN(S(=O)(=O)c2ccc(CN3C(=O)c4cccnc4C3=O)cc2)CC1	-3%	0%	0%	-11%	-13%	3	-3%	10	6%	-1	0%
COCc1nnc(NS(=O)(=O)c2ccc(Cl)cc2)s1	0%	-2%	2%	6%	-9%	-5	4%	-15	-28%	0	3%
Cc1ccc(-n2ncc3c2CCCC3NC(=O)CCc2c(C)noc2C)cc1C (stereo not given)	-3%	0%	-8%	5%	-2%	-1	0%	20	?	-1	1%
Cc1cccc(-n2c(CCCN3C(=O)c4ccccc4C3=O)nc3ccccc3c2=O)n1	7%	1%	23µM*	-5%	-4%	8	14%	-10	30%	4	-2%
CCC(=O)c1cn(CC(=O)NCC2CCCO2)c2ccccc12 (stereo not given)	3%	-1%	6%	1%	-3%	-1	-5%	-5	5%[10 µM]	1	10%
COc1ccc(N2C(=O)CC(N3CCN(c4ccccc4OC)CC3)C2=O)cc1 (stereo not given)	5%	1%	5%	14%	-1%	1	-1%	7	-4%[1.91 µM]	-1	-2%
O=C(Nc1ccccc1)N1CCN(c2nc3ccccc3s2)CC1	-13%	-10%	-1%	1%	-10%	7	-3%	5	-16%	-1	14%
Cc1ccc(S(=O)(=O)Cc2ccc([N+](=O)[O-])cc2)cc1	-1%	3%	-1%	-4%	9%	9	-3%	6	40%	2	-1%
CC(C)(C)c1cc(-c2nc(N)nc(N)n2)c(O)c(C(C)(C)C)c1	2%	0%	-3%	7%	.	-13	-2%	0	.	.	-1%
